From PubChem BioAssay
Peg3 prom inh: inhibitors of Peg3 promoter. HeLa PEG-Prom luciferase reporter, luminescence, overnight. inhibition, % at 20 µM. 360,000 tested, 1.7% active. AID 588405;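 active = inhibition of at least 50% at 20 µM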
iPSC survival up: enhancers of human iPSC single-cell survival | hiPSC single-cell survival, ATPlite luminescence; 100% = ROCK inhibitor wells, 0% = DMSO | survival enhancement, % at 20 µM | 360,000 tested, 0.044% active | AID 602274; in the data active = survival enhancement above about 18%;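 note: cells exposed to compounds for 16 hours before the ATP read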
NR2E3 ag-1: NR2E3 (human) agonism; Q9Y5X4; GST-NR2E3/biotin-RetCOR TR-FRET, 1536-well; inhibition of corepressor binding, % at 4.78 µM; 320,000 tested, 0.12% active; AID 2300;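 active = percent inhibition above the cutoff of mean plus 3 SD of all tested compounds, set per screening campaign, cut at about 20% in these data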;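 note: 0% = DMSO wells and 100% = biotin wells as full block of FRET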
Target sequence (Q9Y5X4 whole entry, looked up): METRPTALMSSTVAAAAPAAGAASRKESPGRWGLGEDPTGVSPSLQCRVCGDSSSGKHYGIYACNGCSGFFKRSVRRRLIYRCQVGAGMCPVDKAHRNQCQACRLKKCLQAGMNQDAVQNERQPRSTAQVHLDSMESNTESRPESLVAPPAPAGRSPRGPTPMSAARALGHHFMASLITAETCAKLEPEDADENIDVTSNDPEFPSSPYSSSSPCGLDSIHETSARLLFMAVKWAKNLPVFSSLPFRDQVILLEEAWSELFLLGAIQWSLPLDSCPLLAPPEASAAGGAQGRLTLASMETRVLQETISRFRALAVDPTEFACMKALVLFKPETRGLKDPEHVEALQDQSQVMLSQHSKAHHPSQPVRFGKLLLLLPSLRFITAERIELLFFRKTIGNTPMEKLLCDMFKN
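Format: 1536-well format; test system: GST-NR2E3 and biotin-RetCOR proteins; read-out basis: percent inhibition of TR-FRET ratio; timing: 5 h incubation at 4 °C; detection: time-resolved FRET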
aDG glyco act: alpha-DG glycosylation activation; 360,000 tested, 0.22% active; activation, % at 10 µM; AID 624168; Pro5-aDG cells, alpha-DG glycosylation AlphaScreen (IIH6); 0% Pro5, 100% B10-LARGE cell signal;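 active = activation of at least 8% versus controls, or a plate z-score of at least 8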;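 note: Pro5 are CHO cells carrying HIG-tagged alpha-DG that lacks glycosylation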
TRPM1 prom inh: MITF TRPM1 promoter inhibition in SK-MEL-5 cells | 330,000 tested, 0.83% active | AID 488899 | inhibition, % at 12.5 µM | SK-MEL-5 TRPM1 promoter luciferase, 24 h;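 active = mean inhibition across replicates of 60% or more, whatever share of single replicates reaches that level; inconclusive = some that reach 60%, reason not given; inactive = mean inhibition across replicates below 60%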; note: values of inactives mirror those of a sister screen read the other way
NR2E3 ag-2: agonists of human NR2E3 nuclear receptor | CHO-S Gal4-NCOR/VP16-NR2E3 two-hybrid, luciferase | inhibition of corepressor binding, % at 3.98 µM | 360,000 tested, 0.35% active | AID 602229;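 active = inhibition above the mean of all tested compounds plus 3 SD, cut at about 70% in these data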;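 note: 0% = DMSO with NR2E3 transfected cells and 100% = cells lacking NR2E3 construct; higher means lower luciferase signal from less NR2E3 corepressor binding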
TWEAK Fn14 block: inhibitors of TWEAK-Fn14 interaction signaling. TWEAK-stimulated Fn14 reporter cells, luciferase luminescence, 8 h. inhibition, % at 10 µM. 360,000 tested, 2% active. AID 1159606; in the data active = inhibition above about 50%
KKLEB tox: reduces viability of KKLEB cystic fibrosis airway cells; activity change (cytotoxicity), % at 5 µM; 360,000 tested, 0.36% active; KKLEB CF airway cells viability, ATPlite luminescence, overnight; hits give low values; cells stimulated with P. aeruginosa culture filtrate;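 active = corrected activity change at or below -50% at 5 µM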
Shn3 3UTR inh: reduces Shn3 3'UTR luciferase signal in osteoblasts; AID 588674; Clone20 osteoblast Shn3 3'UTR firefly luciferase, 24 h; inhibition, % at 12.5 µM; 360,000 tested, 0.52% active;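 active = mean inhibition of at least 75% with every replicate also reaching 75%; inconclusive = mean inhibition at least 75% but some replicate below; inactive = mean inhibition below 75%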;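 note: 0% = median of neutral control wells and 100% = pilot-screen positive control compound; some compounds past the cut are filed as inactive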
HIF-2a block: blocks HIF-2a reporter activity; 786-0 RCC cells HIF-2a reporter, luciferase luminescence, overnight; inhibition, % at 18.8 µM; 360,000 tested, 0.72% active; AID 624352;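 active = inhibition of the luminescence signal of 40% or more relative to plate controls, in a single-dose primary screen at 18.75 µM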
CF NFkB inh: inhibitors of cystic fibrosis induced NF-kB; KKLEB NF-kB-GFP reporter, PAF-induced, GFP fluorescence overnight; inhibition, % at 5 µM; 360,000 tested, 0.86% active;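 active = at least 50% inhibition at 5 µM, scaled per plate between neutral and stimulator controls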;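 note: PAF is a Pseudomonas aeruginosa culture filtrate used as stimulus; plate controls were PAF-stimulated DMSO wells for no effect and unstimulated DMSO wells for full effect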
* = called active by the depositor; ? = inconclusive; . = not tested or not shown; & = joins results of further samples; ! = not confirmed by another sample. Random draw from the library; any-hit rate near 4.4%.

Results follow in this order: Peg3 prom inh	Shn3 3UTR inh	CF NFkB inh	KKLEB tox	NR2E3 ag-1	HIF-2a block	TWEAK Fn14 block	iPSC survival up	NR2E3 ag-2	TRPM1 prom inh	aDG glyco act
> O=C(c1cnc2sccn2c1=O)N1CCN(c2ccccc2Cl)CC1
  -10	3	16	-12	4	-61	-1	-0.4	5	-9	0.1
> CCOC(=O)c1sc(=S)n(-c2ccccc2OC)c1N
  -5	-5	3	-8	1	-5	22	-0.6	-23	2	-0.2
> O=C(NCc1ccccn1)C1CCN(S(=O)(=O)c2ccccc2C(F)(F)F)CC1
  9	-8	13	-4	.	7	10	0.7	12	6	0.0
> O=C(NNC(=S)NCc1ccccc1)c1ccc(OC(F)F)cc1
  13	16	-12	-4	3	4	1	1.0	-5	4	0.1
> CCOC(=O)N1CCN(C(=O)C[C@@H]2C[C@@]3(C(=O)OC)CCCCC=C3N(CCC3=CCCCC3)C2=O)CC1
  .	.	.	.	.	0	-5	-1.4	-9	.	0.2
> COC(=O)[C@]1(Cc2ccccc2)N[C@H](c2ccc(-c3ccc(OC)cc3)cc2)[C@@H]2C(=O)N(C)C(=O)[C@@H]21
  2	15	12	-2	2	9	-24	-2.6	-13	5	0.0
> COc1cc(N(C)C)c([N+](=O)[O-])cc1C(=O)N1CCN(Cc2ccccc2)CC1
  13	23	27	12	0	3	-2	2.7	3	4	-0.4
> O=C(O)C1CC(=O)N(c2ccc(OCc3c(F)cccc3Cl)cc2)C1 (stereo not drawn)
  13	9	8	5	2	9	9	8.2	4	3	0.1
> Cc1ccc(Oc2ccc(OCC(=O)Nc3ccncc3)cc2)cc1
  9	?	-4	-6	.	55*	39	-2.1	14	.	0.3
> COc1ccc(-n2ncc3c(=O)n(CC(=O)Nc4ccc(S(=O)(=O)N5CCOCC5)cc4)cnc32)cc1
  19	22	8	0	-2	11	-5	-1.5	-16	-2	0.1

Continuation:
Results follow in this order: Peg3 prom inh	Shn3 3UTR inh	CF NFkB inh	KKLEB tox	NR2E3 ag-1	HIF-2a block	TWEAK Fn14 block	iPSC survival up	NR2E3 ag-2	TRPM1 prom inh	aDG glyco act
> Cc1c(O)cccc1C(=O)N[C@@H](CSc1ccccc1)[C@H](O)CN1C[C@H]2CCCC[C@H]2C[C@H]1C(=O)NC(C)(C)C
  77*!	16&25	16&24	-13&-20	0&-4	-18&-13	33&28	2.6&-2.6	-47&-74	-5&18	-0.2&0.2
> COc1ccc(/C=C2/SC(=O)N(CC(=O)Nc3cc(C)on3)C2=O)cc1OC
  -28	2	3	6	-2	19	-17	3.2	-3	-3	0.1
> O=C(CCN1C(=O)S/C(=C\c2ccc(F)cc2)C1=O)Nc1ccc(O)cc1C(=O)O
  -1	-10	5	-28	0	13	-7	0.4	-27	-4	-0.1
> COc1ccc(N2C(=O)C(CC(=O)Nc3ccc(F)cc3)N(CCc3cccs3)C2=O)cc1 (stereo not drawn)
  -3	2	-1	13	-3	12	2	0.1	-13	-8	0.1
> CCN1CCN(C(c2cccs2)C(C)NC(=O)CC(C)C)CC1 (stereo not drawn)
  3	14	-9	-2	-2	14	16	2.6	2	-3	0.2
> CSc1ncccc1C(=O)OCC(=O)NCc1cccs1
  -6	-5	6	7	.	-2	12	0.3	22	-6	-0.3
> COc1ccc(OC)c(NS(=O)(=O)c2ccc3[nH]c(=O)[nH]c3c2)c1
  15	13	-15	3	.	11	-2	2.7	16	.	-0.1
> CC1(C)Cc2nc(-c3ccccc3)nc(SCC(=O)N3CCCC3)c2CO1
  8	3	-8	16	1	15	-3	0.7	-19	-6	-0.1
> O=C(CSc1nc2ccsc2c(=O)n1Cc1ccccc1)NCC1CCCO1 (stereo not drawn)
  2	-1	10	-8	-1	-9	-7	0.0	-10	7	-0.1
> N#CC1(P(=O)(c2ccccc2)c2ccccc2)CCCC1
  3	-37	-2	12	1	4	14	-0.6	9	4	-0.1

The list goes on; the last 7 above are carried over.
Results follow in this order: Peg3 prom inh	Shn3 3UTR inh	CF NFkB inh	KKLEB tox	NR2E3 ag-1	HIF-2a block	TWEAK Fn14 block	iPSC survival up	NR2E3 ag-2	TRPM1 prom inh	aDG glyco act
> COc1ccc(N2C(=O)C(CC(=O)Nc3ccc(F)cc3)N(CCc3cccs3)C2=O)cc1 (stereo not drawn)
  -3	2	-1	13	-3	12	2	0.1	-13	-8	0.1
> CCN1CCN(C(c2cccs2)C(C)NC(=O)CC(C)C)CC1 (stereo not drawn)
  3	14	-9	-2	-2	14	16	2.6	2	-3	0.2
> CSc1ncccc1C(=O)OCC(=O)NCc1cccs1
  -6	-5	6	7	.	-2	12	0.3	22	-6	-0.3
> COc1ccc(OC)c(NS(=O)(=O)c2ccc3[nH]c(=O)[nH]c3c2)c1
  15	13	-15	3	.	11	-2	2.7	16	.	-0.1
> CC1(C)Cc2nc(-c3ccccc3)nc(SCC(=O)N3CCCC3)c2CO1
  8	3	-8	16	1	15	-3	0.7	-19	-6	-0.1
> O=C(CSc1nc2ccsc2c(=O)n1Cc1ccccc1)NCC1CCCO1 (stereo not drawn)
  2	-1	10	-8	-1	-9	-7	0.0	-10	7	-0.1
> N#CC1(P(=O)(c2ccccc2)c2ccccc2)CCCC1
  3	-37	-2	12	1	4	14	-0.6	9	4	-0.1
> C/C(=N\NC(=O)C(O)c1ccccc1)c1cccnc1 (stereo not drawn)
  12	5	9	4	.	1	4	0.2	-5	13	-0.1
> N#Cc1cccc(NCC(=O)Nc2ccc3c(c2)OCCO3)c1
  -219	-90	11	1	0	-203	34	-0.1	-105	-67	0.0
> COc1ccc2[nH]c(=O)c(CN(CCO)C(=O)c3ccccc3F)cc2c1
  13	-12	-2	6	4	10	10	-1.0	-28	10	0.0
> Cc1cc(C(=O)COC(=O)c2ccc(N)cc2)c(C)n1-c1c(C)n(C)n(-c2ccccc2)c1=O
  -14	-35	-13	15	-4	0	-12	1.0	-19	-10	-0.3
> Cc1ccc(S(=O)(=O)CCC(=O)OCc2nc(N)nc(Nc3ccccc3C)n2)cc1
  -4	7	18	-21	2	7	-13	-0.3	-17	3	-0.1
> Cc1noc(C)c1NC(=O)N(C)C[C@H]1Oc2c(NC(=O)C3CCCCC3)cccc2C(=O)N([C@H](C)CO)C[C@@H]1C
  5	5	12	-2	.	4	-4	-1.6	11	2	0.2
> COc1ccc(C(=O)CCC(=O)NCc2cc(OC)cc(OC)c2)cc1
  -5	3	9	-4	-2	9	19	-0.4	-21	-2	-0.1
> Cc1ccc(OCCNC(=O)c2ccccc2N)cc1
  -32	-39	-27	13	0	-77	-15	-1.8	-12	-24	-0.1
> O=C(CSc1nc2ccccc2c(=O)n1-c1ccccc1)N1CCCC1
  11	10	-25	-8	-2	11	-6	2.8	9	-3	-0.2
> CCCCC(NC(C)=O)c1nc2ccccc2[nH]1 (stereo not drawn)
  -3	-44	-4	1	0	1	-3	-1.9	-22	0	-0.2

(next part)
Results follow in this order: Peg3 prom inh	Shn3 3UTR inh	CF NFkB inh	KKLEB tox	NR2E3 ag-1	HIF-2a block	TWEAK Fn14 block	iPSC survival up	NR2E3 ag-2	TRPM1 prom inh	aDG glyco act
> Cc1ccc2c(CN3CCN(Cc4ccccc4)CC3)cc(=O)oc2c1C
  13	-63	6	-10	-5	13	17	0.0	3	2	-0.1
> Cc1cccc(CC(=O)N2CCN=C2SCc2ccc([N+](=O)[O-])cc2)c1
  18	7	19	-3	-1	16	-19	3.3	-1	-10	-0.1
> Cc1cccc(NC(=O)CSc2ncnc3nc[nH]c23)c1
  -11	-17	5	-2	2	-7	-5	1.1	-17	-20	0.1
> Cc1ccc(N2C(=O)N3[C@H](c4ccc(F)cc4)[C@@H]4C(=O)N(C5CCCCC5)C(=O)[C@@H]4[C@]3(Cc3ccccc3)C2=O)cc1
  -13	8	3	-19	-1	3	35	-3.2	-27	.	-0.1
> COc1ccc(NS(=O)(=O)c2cccc(C(=O)NNC(=O)c3ccc(O)c(Cl)c3)c2)cc1
  -2	-2	2	9	-1	4	10	-0.4	-9	-1	-0.3
> Cn1c(CO)nc2c3ccccc3ccc21
  -24	-40	-7	11	0	-38	-4	-0.3	-5	-9	0.1
> COc1ccc(NC(=O)C(CC(C)C)NC(=O)c2ccccc2C)cn1 (stereo not drawn)
  -5	-3	18	1	-3	1	-19	0.9	10	0	-0.2
> Cn1c(N2CCC(C(N)=O)CC2)nc2c1c(=O)n(Cc1ccc(Cl)cc1)c(=O)n2C
  14	8	6	-13	1	25	-21	-0.4	-2	4	-0.3
> CCN(CC)C(=O)c1ccc2c(=O)n(Cc3ccc4c(c3)OCO4)c(=S)[nH]c2c1
  -10	3	-13	-5	1	-21	-4	-0.7	-3	1	0.1
> Cc1cccc(C)c1NC(=O)CN(C)CC(=O)N(C)CC(=O)Nc1ccccc1Br
  4	-15	4	-6	5	5	13	0.4	-16	9	0.1

The results go on:
Results follow in this order: Peg3 prom inh	Shn3 3UTR inh	CF NFkB inh	KKLEB tox	NR2E3 ag-1	HIF-2a block	TWEAK Fn14 block	iPSC survival up	NR2E3 ag-2	TRPM1 prom inh	aDG glyco act
> O=C(NCCCN1CCOCC1)Nc1ccc(Cc2ccc(NC(=O)NCCCN3CCOCC3)cc2)cc1
  -2	-3	3	6	2	19	-2	-2.2	-1	16	0.7
> COC(=O)CCCCCc1ccc(C(C)=O)s1
  3	7	8	5	5	10	-23	-1.1	-17	0	-0.3
> COc1ccc(-c2cn[nH]c2N)c(OC)c1
  11	13	64*	-20	2	9	27	-1.8	9	2	0.2
> CCN(C(=O)CN1CC(C)OC(C)C1)c1c(N)n(Cc2ccccc2)c(=O)[nH]c1=O (stereo not drawn)
  10	-2	-2	-6	2	8	-12	3.4	4	-5	-0.2
> O=S(=O)(c1ccc(Br)cc1)N1CCN(c2ccccc2)CC1
  -1	18	8	-13	-1	1	-3	1.4	-36	-4	-0.1
> CCN(C(=O)COC(=O)Cc1c[nH]c2ccccc12)c1c(N)n(Cc2ccccc2)c(=O)[nH]c1=O
  11	-9	9	-15	2	9	11	0.1	-12	15	-0.1

Records listed above shown as hits in HIF-2a block:
SMILES	Peg3 prom inh	Shn3 3UTR inh	CF NFkB inh	NR2E3 ag-1	HIF-2a block	TWEAK Fn14 block	NR2E3 ag-2	TRPM1 prom inh	aDG glyco act
Cc1ccc(Oc2ccc(OCC(=O)Nc3ccncc3)cc2)cc1	9	?	-4	.	55*	39	14	.	0.3

Ordered by formula weight (highest first): part of the list above.
Results follow in this order: Peg3 prom inh	Shn3 3UTR inh	CF NFkB inh	KKLEB tox	NR2E3 ag-1	HIF-2a block	TWEAK Fn14 block	iPSC survival up	NR2E3 ag-2	TRPM1 prom inh	aDG glyco act
> O=C(NCCCN1CCOCC1)Nc1ccc(Cc2ccc(NC(=O)NCCCN3CCOCC3)cc2)cc1
  -2	-3	3	6	2	19	-2	-2.2	-1	16	0.7
> O=S(=O)(c1ccc(Br)cc1)N1CCN(c2ccccc2)CC1
  -1	18	8	-13	-1	1	-3	1.4	-36	-4	-0.1
> COc1ccc(-c2cn[nH]c2N)c(OC)c1
  11	13	64*	-20	2	9	27	-1.8	9	2	0.2
